# Source: PubChem
# MEKK2 mut-MEK5: signal of MEK5 binding to mutant human MEKK2 PB1 domain; bead flow cytometry, Alexa488-MEK5 binding to MEKK2 mutant; 290,000 tested, 0.35% active; percent response, % at 10 µM; in the data active = percent response above about 24%, passing the limit was not always enough; note: inactives centre near 1; some results filed as inactive read as strong as hits; reference of the scale not given here
# OXTR potentiate: potentiators of human oxytocin receptor; P30559; CHO-OTR cells, Fluo-8 calcium fluorescence, potentiator mode; 0% = oxytocin EC15, 100% = EC100; activation, % at 3 µM; 320,000 tested, 0.061% active; AID 2445;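 active = activation above that plate's cutoff, the mean activation of tested compounds plus 3 SD, cut at about 6.6% in these data, passing the limit was not always enough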;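 note: 100% uses oxytocin at 75 nM as the full agonist control; some results filed as inactive read as strong as hits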
# Target sequence (P30559 whole entry, looked up): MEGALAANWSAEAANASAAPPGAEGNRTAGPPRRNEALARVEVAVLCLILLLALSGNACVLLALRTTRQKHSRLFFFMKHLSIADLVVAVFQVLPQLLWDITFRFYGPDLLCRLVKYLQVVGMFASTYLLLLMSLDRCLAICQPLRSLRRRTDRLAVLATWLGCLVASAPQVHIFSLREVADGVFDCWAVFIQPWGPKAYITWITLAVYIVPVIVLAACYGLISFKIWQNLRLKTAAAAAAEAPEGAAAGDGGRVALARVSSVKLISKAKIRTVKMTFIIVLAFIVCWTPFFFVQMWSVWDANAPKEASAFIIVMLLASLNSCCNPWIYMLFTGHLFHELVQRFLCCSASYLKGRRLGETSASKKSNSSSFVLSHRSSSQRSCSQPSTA
#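 test system = CHO-OTR cells, human receptor | compound = single-point 3.0 µM | schedule = 6 min compound pre-incubation at room temperature, 100 s kinetic read | signal = Fluo-8 no-wash calcium dye fluorescence, excitation 470-495 nm, emission 515-575 nm | repeats = single well per compound, singlicate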
# V1aR counter: counter-screen for oxytocin receptor agonists: human V1a receptor agonists. activation, % at 3 µM. CHO-V1R cells, Fluo-8 calcium fluorescence, agonist mode; 0% DMSO, 100% 3 nM vasopressin. AID 2797. 320,000 tested, 0.25% active;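 active = activation above the mean activation of all tested compounds plus 3 SD, per screening run, cut at about 20% in these data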;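 note: signal is peak over basal fluorescence ratio across a 100 second FLIPR read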
# Target sequence (P37288 whole entry, looked up): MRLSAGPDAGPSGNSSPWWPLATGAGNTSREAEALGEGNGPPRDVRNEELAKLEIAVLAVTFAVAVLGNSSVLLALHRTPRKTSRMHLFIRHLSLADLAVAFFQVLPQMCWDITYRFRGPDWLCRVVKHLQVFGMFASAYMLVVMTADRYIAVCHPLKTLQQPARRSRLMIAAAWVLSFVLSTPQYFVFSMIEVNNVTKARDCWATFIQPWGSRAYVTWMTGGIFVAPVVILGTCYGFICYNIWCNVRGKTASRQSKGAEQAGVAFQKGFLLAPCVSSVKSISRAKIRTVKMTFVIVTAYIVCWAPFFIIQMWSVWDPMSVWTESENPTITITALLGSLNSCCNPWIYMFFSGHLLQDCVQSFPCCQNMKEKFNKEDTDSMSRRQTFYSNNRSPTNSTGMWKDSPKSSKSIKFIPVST
# NALP1 yeast inh: inhibitors of NALP1 inflammasome in yeast; inhibition, % at 10 µM; AID 2071; 280,000 tested, 0.61% active; S. cerevisiae NALP1/ASC/caspase-1 growth, X-gal OD620, 72 h; in the data active = inhibition mostly above about 24%, no sharp cut-off; inactive = mostly below about 32%; note: some compounds called inactive have numbers as strong as hits
# OXTR ag: agonists of human oxytocin receptor | 320,000 tested, 0.32% active | P30559 | activation, % at 3 µM | AID 2435 | CHO-OTR cells, Fluo-8 calcium fluorescence; normalized: DMSO 0%, oxytocin 100%;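 active = activation above the mean of all tested compounds plus 3 SD, cutoff set per screening run, cut at about 20% in these data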;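 note: peak over basal fluorescence ratio from a 100 s FLIPR kinetic read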
# GPR7 antagonist: blocks human GPR7 receptor signaling; AID 1861; GPR7-expressing cells, fluorescence antagonist assay; 290,000 tested, 1.1% active; inhibition, % at 4.4 µM; P48145; in the data active = inhibition above about 16%, passing the limit was not always enough;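 note: cells stimulated with the agonist NPW; 0% = agonist with vehicle and 100% = vehicle without agonist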
# GalR3 antag: antagonists of human GalR3 | O60755 | HEK293 GalR3-CNG cAMP membrane potential fluorescence; galR3 body fused to GalR1 C-terminus | inhibition, % at 3 µM | 360,000 tested, 0.44% active;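 active = inhibition above the screen-wide average plus 3 SD, cut at about 13% in these data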;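 note: forskolin and galanin both at EC90 stimulate the cells; cAMP rise reported by CNG channel membrane potential dye signal; 0% = forskolin plus galanin with DMSO and 100% = forskolin alone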
# PfM18AAP inh: blocks P. falciparum M18 aspartyl aminopeptidase | recombinant PfM18AAP, H-Glu-NHMec fluorogenic cleavage | inhibition, % at 7.35 µM | 290,000 tested, 1.2% active;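 active = inhibition above the campaign mean inhibition over all tested compounds plus 3 SD, cut at about 28% in these data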;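 note: 0% = plate median of test compound wells and 100% = 2 mM ZnCl2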
# MEKK2 WT-MEK5: raises or lowers MEK5 binding to wildtype human MEKK2 PB1 domain; bead flow cytometry, Alexa488-MEK5 binding to MEKK2 WT; actives lie on both sides; binding response (% of control), % at 10 µM; 290,000 tested, 1.1% active; AID 1531; in the data active = binding response below about 67% or above about 130%
# An asterisk follows results filed as active; nt = not tested or not shown. Not a hit list; any-hit rate near 4.1%.
1. CC12CC(c3ccccc3O1)N(C(=O)c1ccco1)C(=S)N2c1ccccc1 (stereo not drawn)
2. COc1cc(C(=S)N2CCOCC2)cc(OC)c1OC(=O)c1cc([N+](=O)[O-])cc([N+](=O)[O-])c1
3. Cn1c(=O)c(Nc2ccc(Cl)cc2)c2c3c(cccc31)C(=O)c1ccccc1-2
4. CC(C)CNC(=O)CSc1ccc(S(=O)(=O)N2CCN(C)CC2)cn1
5. Cc1ccc(Nc2n[nH]c(C)c2[N+](=O)[O-])cc1
6. COc1ccc(CNn2c(-c3cccs3)nc3ccccc3c2=O)cc1OC

entry no.	1	2	3	4	5	6
MEKK2 mut-MEK5	3	3	-8	nt	18	5
OXTR potentiate	-14	-9	-1	-1	3	-15
V1aR counter	-0.9	0.5	9.4	0.2	0.8	3.1
NALP1 yeast inh	12	12	11	nt	26	-7
OXTR ag	-1.4	-0.9	8.6	-0.2	-1.3	-2.1
GPR7 antagonist	1	-6	-20	nt	-15	-10
GalR3 antag	-1	-4	-4	-5	-6	-4
PfM18AAP inh	0	9	4	nt	2	1
MEKK2 WT-MEK5	111	103	74	nt	106	106

# The final 2 compounds of the part above lead into the next.
5. Cc1ccc(Nc2n[nH]c(C)c2[N+](=O)[O-])cc1
6. COc1ccc(CNn2c(-c3cccs3)nc3ccccc3c2=O)cc1OC
7. CCCNC(=O)CN1C(=O)NC(CCSC)C1=O (stereo not drawn)
8. O=C(CCc1nnc(C2CCCCC2)o1)N1CCN(Cc2ccccc2)CC1
9. CC(C)C(=O)Nc1ccc(N2CCN(c3ccc(F)cc3)CC2)cc1
10. COc1ccccc1Nc1nc(N)nc(CSc2nc(C)cc(C)n2)n1
11. COc1ccc(CN(C)CC(=O)Nc2ccc(N3CCOCC3)cc2)cc1OC
12. CCOc1ccc(NC(=S)N(CCc2c(C)[nH]c3ccccc23)Cc2cccnc2)cc1

entry no.	5	6	7	8	9	10	11	12
MEKK2 mut-MEK5	18	5	-23	-2	-4	-1	13	-4
OXTR potentiate	3	-15	0	-10	0	-8	-5	-8
V1aR counter	0.8	3.1	1.1	0.3	0.7	-1.0	0.4	0.8
NALP1 yeast inh	26	-7	6	-7	7	-8	22	5
OXTR ag	-1.3	-2.1	1.1	-1.2	1.0	-2.6	-0.8	0.0
GPR7 antagonist	-15	-10	-10	-9	-9	8	-3	-12
GalR3 antag	-6	-4	-8	1	-8	-6	-4	7
PfM18AAP inh	2	1	-9	-6	1	3	0	-4
MEKK2 WT-MEK5	106	106	88	102	94	99	109	100

13. CCCCn1c(N)c(N(CC(C)C)C(=O)c2cc3c(s2)CCCCC3)c(=O)[nH]c1=O
14. O=C(NC1CC(=O)N(c2ccccc2)C1)N1CCN(C(=O)c2ccco2)CC1 (stereo not drawn)
15. CC1(C)CC(=O)C2=C(C1)N(c1cccc(O)c1)C1=C(C2)C(=O)CC(C)(C)C1
16. Oc1ccc2oc3c(c2c1/C=N/n1cnnc1)CCCC3
17. CCOC(=O)c1c(NC(=O)Cn2c(=O)oc3ccccc32)oc(C)c1C(C)=O
18. O=C(CCC(=O)OCc1cccc([N+](=O)[O-])c1)Nc1ccc(F)cc1

entry no.	13	14	15	16	17	18
MEKK2 mut-MEK5	nt	nt	2	2	1	-1
OXTR potentiate	-1	-1	-10	-5	-3	-12
V1aR counter	-0.2	0.6	1.6	-0.1	0.4	0.4
NALP1 yeast inh	nt	nt	-8	-8	-4	14
OXTR ag	-0.5	-0.5	0.8	0.4	0.6	0.6
GPR7 antagonist	nt	nt	-9	-11	-8	-5
GalR3 antag	-4	-4	-2	-1	0	1
PfM18AAP inh	nt	nt	6	26	10	-9
MEKK2 WT-MEK5	nt	nt	96	102	97	104

19. O=C(CN1C(=O)NC2(CCCCC2)C1=O)Nc1ccc(S(=O)(=O)N2CCOCC2)cc1
20. CCOC(=O)c1[nH]c2ccc(OC)cc2c1NC(=O)c1ccc2c(c1)OCO2
21. CCC1CCCCN1C(=O)CSc1n[nH]c(N)n1 (stereo not drawn)
22. c1cncc(-c2nc3ccccc3o2)c1
23. COc1ccc(C(F)(F)F)cc1N/C=C/c1nnnn1-c1ccc2ccccc2c1
24. CCOc1ccc(N2CC(C(=O)NCc3ccccn3)CC2=O)cc1 (stereo not drawn)

entry no.	19	20	21	22	23	24
MEKK2 mut-MEK5	4	-1	nt	4	3	2
OXTR potentiate	-11	-13	4	-4	-2	-1
V1aR counter	-0.2	-0.7	1.5	2.6	1.3	-0.9
NALP1 yeast inh	2	17	nt	-12	nt	2
OXTR ag	0.1	-0.5	2.0	0.3	0.3	-0.9
GPR7 antagonist	-3	-2	nt	1	-10	0
GalR3 antag	-2	-2	-2	-1	-3	-9
PfM18AAP inh	2	-32	nt	-10	-10	1
MEKK2 WT-MEK5	109	95	nt	111	99	98

25. Clc1cccc(OCCn2cncn2)c1Cl
26. Cc1cc(C(C)(C)C)oc1C(=O)OCC(=O)NC1CCCCC1
27. COc1ccc(NC(=O)c2sc(SCc3ccccc3)nc2N)cc1
28. C[C@H](C[C@H](O)[C@H]1OC1(C)C)C1=C2C[C@H](O)C3[C@@]4(C)CCC(=O)C(C)(C)C4CC[C@]3(C)[C@@]2(C)CC1 (stereo partly drawn)
29. CCOc1ccc(NC(=O)COc2nsnc2N2CCCCC2)cc1
30. CN1CCN(c2nc3c(c(=O)[nH]c(=O)n3C)n2CCSc2nc3ccccc3s2)CC1

entry no.	25	26	27	28	29	30
MEKK2 mut-MEK5	7	0	5	nt	-6	4
OXTR potentiate	-20	-12	-8	-2	-8	-4
V1aR counter	0.4	-1.7	0.8	-1.3	-0.5	-0.1
NALP1 yeast inh	2	22	37	nt	3	3
OXTR ag	-0.6	-2.9	-0.8	-1.6	-0.2	-1.4
GPR7 antagonist	-12	-2	-2	nt	3	-14
GalR3 antag	0	-5	-2	-4	-6	nt
PfM18AAP inh	2	4	-4	nt	4	-10
MEKK2 WT-MEK5	112	108	102	nt	88	104

# Some of the entries so far, with two lines to a compound.
# Every second line gives: MEKK2 mut-MEK5 | OXTR potentiate | V1aR counter | NALP1 yeast inh | OXTR ag | GPR7 antagonist | GalR3 antag | PfM18AAP inh | MEKK2 WT-MEK5
(29) CCOc1ccc(NC(=O)COc2nsnc2N2CCCCC2)cc1
  -6 | -8 | -0.5 | 3 | -0.2 | 3 | -6 | 4 | 88
(28) C[C@H](C[C@H](O)[C@H]1OC1(C)C)C1=C2C[C@H](O)C3[C@@]4(C)CCC(=O)C(C)(C)C4CC[C@]3(C)[C@@]2(C)CC1 (stereo partly drawn)
  nt | -2 | -1.3 | nt | -1.6 | nt | -4 | nt | nt
(27) COc1ccc(NC(=O)c2sc(SCc3ccccc3)nc2N)cc1
  5 | -8 | 0.8 | 37 | -0.8 | -2 | -2 | -4 | 102
(26) Cc1cc(C(C)(C)C)oc1C(=O)OCC(=O)NC1CCCCC1
  0 | -12 | -1.7 | 22 | -2.9 | -2 | -5 | 4 | 108

# Some entries already given, showing only OXTR potentiate:
nr | Structure | OXTR potentiate
9 | CC(C)C(=O)Nc1ccc(N2CCN(c3ccc(F)cc3)CC2)cc1 | 0
18 | O=C(CCC(=O)OCc1cccc([N+](=O)[O-])c1)Nc1ccc(F)cc1 | -12

# The results go on:
31. CCOc1cc(N2CCOCC2)c(OCC)cc1NC(=O)COC(=O)c1ccc([N+](=O)[O-])o1
32. Cn1c(=O)[nH]c(NC2CCCCC2)c(N=O)c1=O
33. Cc1ccc(NC(=S)N(Cc2ccc(Cl)cc2)Cc2ccc(C(=O)O)cc2)cc1Cl
34. CC(C)[C@H](NC(=O)Nc1ccc(Oc2ccccc2)cc1)C(=O)O
35. CC1CCc2sc3ncnc(N4CCN(CCO)CC4)c3c2C1 (stereo not drawn)
36. O=C(OCc1cc(=O)n2ccsc2n1)C1(c2ccc(Cl)cc2)CC1

entry no.	31	32	33	34	35	36
MEKK2 mut-MEK5	nt	2	-12	3	-1	nt
OXTR potentiate	-8	-6	-8	-14	-14	-9
V1aR counter	0.4	0.1	-1.5	0.5	-0.4	0.7
NALP1 yeast inh	nt	26	22	-15	14	nt
OXTR ag	0.3	-0.1	-0.4	-0.2	0.0	-1.1
GPR7 antagonist	nt	-12	18	-6	6	nt
GalR3 antag	-4	4	2	0	-9	-2
PfM18AAP inh	nt	26	8	1	-4	nt
MEKK2 WT-MEK5	nt	100	88	105	97	nt

37. COC(C/C=C/C(=O)[C@H](C)OCc1ccccc1)OC
38. Cc1ccc(N(CC(=O)Nc2ccc(C)cn2)S(=O)(=O)c2c(C)nn(C)c2C)cc1
39. NC(=O)CSc1nc2ccccc2c(=O)n1CCc1ccccc1
40. Cc1ccc(NC(=S)N(Cc2cccc(Br)c2)CC2CCC(C(=O)O)CC2)cc1 (stereo not drawn)
41. Cc1ccccc1N1C(=O)CC(N(O)c2ccccc2)C1=O (stereo not drawn)
42. COc1ccc(-n2cc(-c3ccccc3)c3c(N4CCN(CCO)CC4)ncnc32)cc1

entry no.	37	38	39	40	41	42
MEKK2 mut-MEK5	0	0	5	1	2	2
OXTR potentiate	0	-6	0	-2	-8	-9
V1aR counter	0.1	0.0	-0.5	0.0	0.1	3.5
NALP1 yeast inh	nt	-2	4	-8	4	nt
OXTR ag	0.0	-1.6	-0.3	0.9	0.5	8.3
GPR7 antagonist	nt	-16	-7	-10	-11	5
GalR3 antag	nt	-2	-8	1	4	nt
PfM18AAP inh	nt	4	-6	5	23	-2
MEKK2 WT-MEK5	101	101	103	98	105	106

43. FC(F)(F)c1cccc(Oc2nc(-c3ccccc3)nnc2C(F)(F)F)c1
44. COc1ccc(OCC(=O)N2CCN(C(=O)COc3ccccc3)CC2)cc1
45. CC(=O)NCC(=O)N1CCCC(C(=O)c2ccc(Oc3ccccc3)cc2)C1 (stereo not drawn)
46. CCC1(C(=O)OC)CCc2c(cc(OC)c3ccccc23)C1=O (stereo not drawn)
47. CC(C)Oc1ccc(C(=O)OCC(=O)NCCNC(=O)COC(=O)c2ccc(OC(C)C)cc2)cc1
48. CN(C)CCCNc1ccc(-c2nn(C)c(=O)c3ccccc23)cc1[N+](=O)[O-]

entry no.	43	44	45	46	47	48
MEKK2 mut-MEK5	-4	3	-5	-3	5	5
OXTR potentiate	-3	-2	-5	-13	-10	1
V1aR counter	1.0	0.3	2.0	0.7	0.7	0.2
NALP1 yeast inh	9	9	-2	4	-2	27
OXTR ag	1.6	0.0	1.8	-1.9	-0.9	0.8
GPR7 antagonist	-12	-6	-2	-4	-23	-5
GalR3 antag	-2	-2	-6	nt	-2	-7
PfM18AAP inh	-5	-7	-10	15	-2	-1
MEKK2 WT-MEK5	95	103	91	93	106	110
